# Assay outcomes: PubChem, The Scripps Research Institute Molecular Screening Center
# PAFAH1B3 FP inh: PAFAH1B3 enzyme inhibitors, primary screen, biochemical, fluorescence polarization, human; Platelet-activating factor acetylhydrolase IB subunit alpha1 (Homo sapiens), Q15102; recombinant PAFAH1B3, FP-rhodamine probe; inhibition, % at 3.39 µM; 340,000 tested, 0.28% active; AID 492972, 2010;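 active means inhibition above the screen-wide average of all tested compounds plus 3 SD, cut at about 25% in these data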;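 further: 0% = enzyme with DMSO only and 100% = wells lacking PAFAH1B3 protein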
# Target sequence (Q15102 whole entry, looked up): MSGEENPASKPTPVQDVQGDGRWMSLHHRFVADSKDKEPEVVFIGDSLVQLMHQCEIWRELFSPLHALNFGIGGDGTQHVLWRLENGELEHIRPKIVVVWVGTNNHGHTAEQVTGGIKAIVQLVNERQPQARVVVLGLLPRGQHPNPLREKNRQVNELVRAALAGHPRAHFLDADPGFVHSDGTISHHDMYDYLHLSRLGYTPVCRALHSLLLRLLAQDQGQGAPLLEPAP
# PAFAH1B2 FP inh: PAFAH1B2 enzyme inhibitors, primary screen, biochemical, fluorescence polarization, human. Platelet-activating factor acetylhydrolase IB subunit alpha2 (Homo sapiens), P68402. recombinant PAFAH1B2, FP-rhodamine activity probe. inhibition, % at 3.39 µM. 340,000 tested, 1.2% active;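 active means inhibition above the mean of all tested compounds plus 3 SD, cut at about 24% in these data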;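 further: 0% = enzyme with DMSO and 100% = wells lacking PAFAH1B2; many of its hits are not listed in these tables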
# Target sequence (P68402 whole entry, looked up): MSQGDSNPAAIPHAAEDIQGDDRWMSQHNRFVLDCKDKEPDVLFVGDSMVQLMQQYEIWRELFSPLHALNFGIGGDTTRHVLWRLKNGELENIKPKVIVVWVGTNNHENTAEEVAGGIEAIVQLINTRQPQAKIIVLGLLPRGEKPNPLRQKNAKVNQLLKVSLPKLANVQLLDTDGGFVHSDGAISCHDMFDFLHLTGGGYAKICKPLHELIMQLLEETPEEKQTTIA
# PAFAH2 FP inh: PAFAH2 enzyme inhibitors, primary screen, biochemical, fluorescence polarization, human; Platelet-activating factor acetylhydrolase 2, cytoplasmic (Homo sapiens), Q99487; recombinant PAFAH2, FP-rhodamine activity probe; inhibition, % at 3.39 µM; 340,000 tested, 0.99% active;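 active means inhibition above the mean over all tested compounds plus 3 SD, cut at about 30% in these data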;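 further: inhibitors block probe labeling of enzyme so polarization drops; 0% = enzyme with DMSO and 100% = wells lacking PAFAH2 protein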
# * hit, by the source's call. An excerpt. The share of hits here may be higher or lower than overall.
SMILES,PAFAH1B3 FP inh,PAFAH1B2 FP inh,PAFAH2 FP inh
CC1=NN(c2nc(N)nc(/C(C#N)=C/c3ccc([N+](=O)[O-])o3)n2)C(C)(C)C1,-49,-41,-64
O=C(NC1CCN(Cc2ccccc2)C1)c1cccc(S(=O)(=O)N2CCOCC2)c1 (stereo not drawn),-5,-2,1
COc1ccc(S(=O)(=O)N2CCOCC2)cc1NC(=O)c1c(-c2ccccc2)noc1C,8,1,9
CCC(=O)Nc1nnc(S(=O)(=O)N(C)c2ccccc2)s1,9,10,-1
CC1CCCC(C)N1C(=O)CSc1nnnn1C1CCCC1 (stereo not drawn),8,3,10
CN(C(=O)Nc1cccc([N+](=O)[O-])c1)c1ccccc1,4,6,6
Cc1ccc(S(=O)(=O)N(CCCc2c(C)nc[nH]c2=O)c2ccccc2)cc1,7,4,3
CCOC(=O)N1C/C(=C\c2ccccc2)C(=O)/C(=C/c2ccccc2)C1,2,4,2
Cc1ccccc1CC1CCN(CCCNC(=O)Nc2ccccc2)CC1,10,3,-2
CCOc1ccc(S(=O)(=O)N2CCCCC2)cc1NC(=O)CCNC(=O)c1ccco1,1,7,-3
Cc1ccc(OC(C)C(=O)N2CCN(c3ccccn3)CC2)cc1 (stereo not drawn),10,3,0
CC(=O)N1CCC(C(=O)Nc2ccc(S(=O)(=O)N3CCCC(C)C3)cc2)CC1 (stereo not drawn),7,4,-3
C[C@H]1CN[C@@H](CCO)/C1=C\c1ccccc1,6,1,-3
Cc1ccc(/C=N/NC(=O)c2cc(-c3ccncc3)nc3ccccc23)o1,3,-2,1
COc1cc(S(=O)(=O)N2CCC(N3CCCCC3)CC2)ccc1-n1cnnn1,-1,2,-1
O=C(O)C(Oc1ccc2cc(-c3ccc(Cl)cc3)c(=O)oc2c1)c1ccccc1 (stereo not drawn),2,6,5
CCN1C[C@@H]2[C@@H]3C(=O)N(C)C(=O)[C@@H]3[C@](C)(C1=O)N2C(=O)c1ccc(C(C)(C)C)cc1,4,7,0
COc1ccc(CC2(CO)CCN(Cc3cnn(C)c3)CC2)cc1,7,1,-8
CCN(CC(=O)N1CCC(C(N)=O)CC1)S(=O)(=O)c1cc(Cl)ccc1Cl,2,2,5
COc1ccc(/C=C/C(=O)Nc2cccc(S(=O)(=O)N3CCOCC3)c2)cc1OC,-1,-2,-3
CC[C@H]1C(=O)[C@@H](Cc2ccccc2)[C@@H]2CCN3C(=O)CCC[C@H]1[C@H]23,4,4,6
COC(=O)c1[nH]c2ccc(F)cc2c1NC(=O)CCN1CCN(Cc2ccc3c(c2)OCO3)CC1,1,1,-3
CC1(C)SC2C(NC(=O)C3(N)CCCCC3)C(=O)N2C1C(=O)O (stereo not drawn),3,0,-2
CC(C)CC(C(=O)NC(C)(C)C)N(Cc1ccccc1Cl)C(=O)c1snc(C(N)=O)c1N (stereo not drawn),1,-1,-3
CCCN(CC(=O)Nc1ccccc1OC)C(=O)CNC(=O)c1ccc(C)s1,8,6,-1
# Other entries.
SMILES,PAFAH1B3 FP inh,PAFAH1B2 FP inh,PAFAH2 FP inh
CC(=O)NC12CC3CC(C1)CC(C(=O)Nc1cccc(S(=O)(=O)N4CCCCCC4)c1)(C3)C2,3,0,3
CC1CCCCN1Cc1c(O)ccc2c(=O)c(-c3ccc(Br)cc3)coc12 (stereo not drawn),-3,-3,-5
O=S1(=O)c2c(F)cccc2O[C@@H](COCc2ccccc2)CN1CCc1ccc(F)cc1,-1,3,4
CCN1C[C@@H]2[C@@H]3C(=O)N(Cc4ccccc4)C(=O)[C@@H]3[C@](Cc3ccccc3)(C1=O)N2C(=O)c1ccc(C)cc1,5,4,-1
CN(Cc1ccccc1)C(=O)c1ccc(NC(=O)Cc2ccc(NC(=O)C3CCCN(C(=O)C4CCCC4)C3)cc2)cc1 (stereo not drawn),4,0,0
NC(=S)N=Nc1c(O)[nH]c2c(Cl)cc(Cl)cc12,6,15,9
Cn1c(=O)c2[nH]c(CCCCc3nc4ccccc4[nH]3)nc2n(C)c1=O,12,6,-1
COCC1CCN(C(=O)C2CCC(=O)N(Cc3cccc(C(F)(F)F)c3)C2)CC1 (stereo not drawn),5,0,6
O=C(COc1ccccc1F)N1N=C(c2cccs2)CC1c1ccco1 (stereo not drawn),3,0,7
Cc1ccc(S(=O)(=O)C(C#N)c2nc3ccccc3nc2N2CCC(C)CC2)cc1 (stereo not drawn),11,12,14
Fc1ccc2nc(C(F)(F)F)cc(N3CCOCC3)c2c1,11,3,-2
O=C(O)c1nnsc1-c1csnn1,2,-2,0
Cc1cn(CC(=O)NCc2ccccc2)c(=O)[nH]c1=O,-2,1,-4
O=C(Nc1ccccc1C(=O)N1CCCCCC1)c1cccc(S(=O)(=O)N2CCOCC2)c1,5,9,-1
COc1ccc(CNC(=O)NCCc2c[nH]c3ccccc23)cc1,3,5,7
O=C1OCCN1N1CCOC1=O,6,0,-2
Cc1cccc(C)c1NC(=O)CN1CCCC1,7,-1,-2
C=CCc1c(C)nc2cc(-c3ccccc3)[nH]n2c1=O,7,3,0
O=C(CC(NC(=O)OCc1ccccc1)C(=O)OCc1ccccc1)OCc1ccccc1 (stereo not drawn),-5,2,5
O=C(CSc1nc(C2CC2)nc2ccccc12)N1CCc2ccccc21,-1,3,2
O=c1c2cn(Cc3ccc(F)cc3)c3ccc(F)cc3c-2nn1Cc1ccc(F)cc1,8,4,6
Cc1ccc(NC(=O)c2cc(N3C(=O)C=CC3=O)ccc2N2CCOCC2)cc1,-1,-5,-11
CCN(CC)c1ccc(NC(=O)CCCOc2cccc(C)c2)cc1,10,5,9
COc1ccc(OC)c(C2C(C(=O)c3cccs3)=C(O)C(=O)N2CCN2CCOCC2)c1 (stereo not drawn),1,3,3
CC(C)c1ccc(CN2CCN(C(=O)CCl)CC2)cc1,3,3,5

# An excerpt from above in order of SMILES length, largest number first:
SMILES,PAFAH1B3 FP inh,PAFAH1B2 FP inh,PAFAH2 FP inh
CC(=O)NC12CC3CC(C1)CC(C(=O)Nc1cccc(S(=O)(=O)N4CCCCCC4)c1)(C3)C2,3,0,3
COCC1CCN(C(=O)C2CCC(=O)N(Cc3cccc(C(F)(F)F)c3)C2)CC1 (stereo not drawn),5,0,6
CC(C)c1ccc(CN2CCN(C(=O)CCl)CC2)cc1,3,3,5

# (cont.)
SMILES,PAFAH1B3 FP inh,PAFAH1B2 FP inh,PAFAH2 FP inh
CCCCCCCCNCCS(=O)(=O)NC1CCCCC1,0,-2,4
O=C(CCN1CCCCC1)c1cccc(Cl)c1,6,-2,-4
COc1ccc(/C=C2\C(=O)NC(=O)c3ccccc32)cc1OC,40*,2,1
Cn1cnc2ncnc(Oc3ccc(Br)cc3)c21,1,5,-1
Cc1ccc(C2(c3ccccc3)NC(=O)N(CC(=O)NC3CCCCC3)C2=O)cc1C (stereo not drawn),7,0,5
COc1ccc(CCC(=O)Nc2cccc(S(=O)(=O)N3CCCCCC3)c2)cc1,-1,1,-3
COC1=C(OC)C(=O)C(Sc2ccc3ccccc3c2)=CC1=O,19,6,6
CCCn1c(N)c(C(=O)CN(C)CC(=O)Nc2ccc(C)cc2)c(=O)[nH]c1=O,5,1,1
O=C(O)C1CSC2(CCN(Cc3ccccc3)CC2)N1 (stereo not drawn),10,-3,8
CCCCCCCCCCCC1N=C(N)NC(CCCO)=C1C(=O)OC (stereo not drawn),3,-2,-3
CCOc1ccccc1N(CC(=O)NCC1CCCO1)C(=O)CCC(=O)Nc1ccccn1 (stereo not drawn),3,-10,-5
O=C(c1ccccc1)C1(c2ccccc2)OC1c1ccccc1 (stereo not drawn),6,3,2
Cc1ccc(-c2ccc(=O)n(Cc3ccc(F)cc3Cl)n2)cc1,3,-4,5
CCOc1ccc(CC(=O)Nc2ccc(NC(=O)c3ccco3)cc2)cc1OCC,-2,-2,-6
COc1ccc(CN(C)C(=O)c2cccc(NC(=O)CC3SC(N4CCCCC4)=NC3=O)c2)c(OC)c1 (stereo not drawn),4,2,-1
C=CCOC1COC2C(OCC=C)COC12 (stereo not drawn),-3,4,2
Cc1c(Cl)cccc1NC(=O)NCc1cccnc1,9,0,-3
CCC1(c2ccc(F)cc2)NC(=O)N(CC(=O)N2CCN(S(=O)(=O)c3ccc(C)cc3C)CC2)C1=O (stereo not drawn),4,4,-5
NNC(=O)c1nc(-c2ccccc2)cc(-c2ccccc2)n1,-1,-2,-3
Clc1nnc2c3ccccc3ccn12,5,2,-2
O=C1CSC(=S)N1c1ccc(Cl)c(Cl)c1,-1,0,-9
O=C(COC(=O)c1ccccc1)c1ccc2c(c1)OCCO2,5,1,2
COc1ccc(C(=O)N(C)Cc2ccc(OC)c(OC)c2OC)cc1S(=O)(=O)N1CCOCC1,5,2,0
COc1ccc(-c2nn(-c3ccccc3)cc2/C=N/Nc2cccc(C(=O)O)c2)cc1,-5,-5,9
CC(C)(C)OC(=O)N1CCCC(C(=O)Nc2cccc(C(=O)NCc3ccccc3)c2)C1 (stereo not drawn),5,1,-7
# (continued)
SMILES,PAFAH1B3 FP inh,PAFAH1B2 FP inh,PAFAH2 FP inh
CCOc1cc(C=NN=C2c3ccccc3-c3ccccc32)ccc1O,12,6,-6
OC(Cc1cccnc1)(c1ccccc1)c1ccccc1,4,3,6
COc1ccc(NC(=O)CN(C)C(=O)c2cccc(S(=O)(=O)N3CCN(c4ccc(F)cc4)CC3)c2)cc1,-8,7,-3
CCOc1ccc(NC(=O)CSc2nc(NS(=O)(=O)c3ccc(C)cc3)cc(=O)[nH]2)cc1,0,-3,-18
COc1cccc(NC(=O)c2ccc3c(c2)OCCO3)c1,0,7,-6
Cc1cc(OCC(=O)NNC(=O)c2ccncc2)cc(C)c1Cl,10,6,-2
CCOC(=O)Nc1ccc2c(c1)C(=NO)c1ccccc1-2,1,-5,-19
CCN(CC)CCNc1ccc(C)c2sc3ccc(O)cc3c(=O)c12,-5,5,-2
Cc1ccc(S(=O)(=O)CCC(=O)OCC(=O)Nc2cc(S(=O)(=O)N3CCOCC3)ccc2Cl)cc1,5,5,-4
O=C(Cc1cccs1)NCc1cccc(Br)c1,7,8,0
Cc1cc(C)n(-c2ccc(NC(=O)C3CCCCN3Cc3cccc4c3OCO4)cc2)n1 (stereo not drawn),7,3,-4
CC1(C)Cc2c(cnn2-c2ccc(F)cc2)C(NC(=O)CCc2ccncc2)C1 (stereo not drawn),3,-1,4
COc1ccccc1C(=O)NNC(=S)Nc1ccccc1,6,6,7
CSc1nc2sc3c(c2c(=S)[nH]1)CC(C)(C)OC3,9,3,5
CCOC1C(=O)NC(=O)N1Cc1ccccc1 (stereo not drawn),0,6,-1
CN(C)CCCN(C(=O)CCOc1ccccc1)c1nc2ccc(F)cc2s1,5,5,6
O=[N+]([O-])c1cccc(COc2ccc(CN3CCCC3)cc2)c1,-5,2,-9
CN(C(=O)c1ccccc1OCc1ccc(F)cc1)c1c(N)n(Cc2ccccc2)c(=O)[nH]c1=O,-5,5,4
Cc1c(CC(=O)O)c(=O)oc2c(C)c(OCc3c(F)cccc3Cl)ccc12,2,7,6
COC1C(CO)OC(n2cnc3c(=S)nc(N)[nH]c32)C1O (stereo not drawn),11,3,-3
COc1cc(C(=O)N2CCN(c3ccccc3)CC2)c2ccccc2n1,4,2,2
Cc1ccc([N+](=O)[O-])cc1NC(=O)Nc1cccc(F)c1,-3,-2,-7
C=CCSc1nnc(CCc2ccccc2)n1N,4,4,1
CCCN(CC1CC1)C(=S)NC(=O)c1cc(Br)ccc1Cl,12,13,-3
COc1ccc(C(=O)N(CCCO)Cc2cc3c(C)ccc(C)c3[nH]c2=O)cc1OC,1,-1,7

# Of the compounds above, these have a COOH group:
SMILES,PAFAH1B3 FP inh,PAFAH1B2 FP inh,PAFAH2 FP inh
O=C(O)C(Oc1ccc2cc(-c3ccc(Cl)cc3)c(=O)oc2c1)c1ccccc1 (stereo not drawn),2,6,5
CC1(C)SC2C(NC(=O)C3(N)CCCCC3)C(=O)N2C1C(=O)O (stereo not drawn),3,0,-2
O=C(O)c1nnsc1-c1csnn1,2,-2,0
O=C(O)C1CSC2(CCN(Cc3ccccc3)CC2)N1 (stereo not drawn),10,-3,8
COc1ccc(-c2nn(-c3ccccc3)cc2/C=N/Nc2cccc(C(=O)O)c2)cc1,-5,-5,9
Cc1c(CC(=O)O)c(=O)oc2c(C)c(OCc3c(F)cccc3Cl)ccc12,2,7,6

# (more compounds)
SMILES,PAFAH1B3 FP inh,PAFAH1B2 FP inh,PAFAH2 FP inh
C=CCn1c(C)cc(C(=O)CSc2nnc3n(CCC)c(=O)c4ccccc4n23)c1C,0,8,0
Cc1ccc(NC(=O)CNc2ccccc2N2CCCC2=O)cc1S(=O)(=O)N1CCOCC1,-2,-1,2
COc1cc(-c2ccc(NC(=O)CN3CCC(C)CC3)c(OC)c2)ccc1NC(=O)CN1CCC(C)CC1,-1,3,3
O=C(Nc1ccccc1NC(=O)c1ccccc1F)c1ccccc1F,2,-1,-1
CCOc1ccc(OCCC(=O)OCC(=O)N2CCN(S(=O)(=O)c3ccc(C)cc3C)CC2)cc1,-1,2,7
O=[N+]([O-])c1ccc2c(c1)ncn2CCc1ccccc1,5,4,0
Cn1c(=O)[nH]c(=O)c2c1nc(N1CCN(CCO)CC1)n2Cc1ccccc1Cl,2,4,-6
CCc1ccc(C(=O)NCC2(c3ccccc3)CCOCC2)o1,6,1,-4
Cc1ccc(C)c(OCC(=O)Nc2ccccc2C(=O)NC2CC2)c1,-6,-5,-1
